Screening results as filed in PubChem BioAssay.
Neddyl block – inhibitors of cullin neddylation, primary screen, biochemical, TR-FRET, uHTS, NAE and Ubc12 | calls only at 25 µM | 360,000 compounds, 0.58% hits | NEDD8-conjugating enzyme Ubc12 (Homo sapiens) + NEDD8-activating enzyme E1 regulatory …; in the data active means inhibition above about 36%
PABP1 MLLE inh – inhibitors of PABP1 MLLE–PAM2 peptide binding, primary screen, biochemical, fluorescence polarization, FITC-PAM2, GST-MLLE; inhibition, % at 20 µM; 360,000 compounds, 0.36% hits; AID 588489, 2011; in the data active means inhibition above about 35%, passing the limit was not always enough;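 further: plate controls were DMSO wells with GST-MLLE for no effect and wells lacking GST-MLLE protein for full effect; some results filed as inactive read as strong as hits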
MT1-MMP act inh – blockers of MT1-MMP proenzyme processing, primary screen, HT1080 RFP-PRO-GFP cells, GFP/RFP fluorescence; Matrix metalloproteinase-14 (Homo sapiens), P50281; GFP/RFP ratio fluorescence, overnight; percent of plate control window, DMSO zero; GFP/RFP ratio change, % at 20 µM; 360,000 compounds, 0.061% hits; AID 651647, 2012;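 active means GFP/RFP ratio change of at least 30% with cell ATP level not reduced by more than half and red fluorescence within 50% of control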; further: strong numbers were not always called active
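Compound: 20 µM single dose, 1% DMSO / System: HT1080 RFP-PRO-GFP cells / Controls: DMSO and RFP-L50D-GFP cell wells / Read-out basis: GFP/RFP fluorescence ratio / Schedule: overnight compound exposure at 37 °C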
FAS-TE inh – FAS thioesterase domain inhibitors, primary screen, biochemical, fluorescence intensity, uHTS; recombinant FAS-TE, OMFH fluorogenic substrate, fluorescence endpoint; 360,000 compounds, 0.67% hits; Fatty acid synthase (Homo sapiens), P49327; inhibition, % at 15 µM; AID 602261, 2012;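 active means compounds whose normalised, plate-corrected inhibition of enzyme fluorescence in the single-dose primary screen is 50% or more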;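 further: 0% = DMSO with enzyme and 100% = substrate without enzyme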
Target sequence (P49327 whole entry, looked up, the tested form may be a part): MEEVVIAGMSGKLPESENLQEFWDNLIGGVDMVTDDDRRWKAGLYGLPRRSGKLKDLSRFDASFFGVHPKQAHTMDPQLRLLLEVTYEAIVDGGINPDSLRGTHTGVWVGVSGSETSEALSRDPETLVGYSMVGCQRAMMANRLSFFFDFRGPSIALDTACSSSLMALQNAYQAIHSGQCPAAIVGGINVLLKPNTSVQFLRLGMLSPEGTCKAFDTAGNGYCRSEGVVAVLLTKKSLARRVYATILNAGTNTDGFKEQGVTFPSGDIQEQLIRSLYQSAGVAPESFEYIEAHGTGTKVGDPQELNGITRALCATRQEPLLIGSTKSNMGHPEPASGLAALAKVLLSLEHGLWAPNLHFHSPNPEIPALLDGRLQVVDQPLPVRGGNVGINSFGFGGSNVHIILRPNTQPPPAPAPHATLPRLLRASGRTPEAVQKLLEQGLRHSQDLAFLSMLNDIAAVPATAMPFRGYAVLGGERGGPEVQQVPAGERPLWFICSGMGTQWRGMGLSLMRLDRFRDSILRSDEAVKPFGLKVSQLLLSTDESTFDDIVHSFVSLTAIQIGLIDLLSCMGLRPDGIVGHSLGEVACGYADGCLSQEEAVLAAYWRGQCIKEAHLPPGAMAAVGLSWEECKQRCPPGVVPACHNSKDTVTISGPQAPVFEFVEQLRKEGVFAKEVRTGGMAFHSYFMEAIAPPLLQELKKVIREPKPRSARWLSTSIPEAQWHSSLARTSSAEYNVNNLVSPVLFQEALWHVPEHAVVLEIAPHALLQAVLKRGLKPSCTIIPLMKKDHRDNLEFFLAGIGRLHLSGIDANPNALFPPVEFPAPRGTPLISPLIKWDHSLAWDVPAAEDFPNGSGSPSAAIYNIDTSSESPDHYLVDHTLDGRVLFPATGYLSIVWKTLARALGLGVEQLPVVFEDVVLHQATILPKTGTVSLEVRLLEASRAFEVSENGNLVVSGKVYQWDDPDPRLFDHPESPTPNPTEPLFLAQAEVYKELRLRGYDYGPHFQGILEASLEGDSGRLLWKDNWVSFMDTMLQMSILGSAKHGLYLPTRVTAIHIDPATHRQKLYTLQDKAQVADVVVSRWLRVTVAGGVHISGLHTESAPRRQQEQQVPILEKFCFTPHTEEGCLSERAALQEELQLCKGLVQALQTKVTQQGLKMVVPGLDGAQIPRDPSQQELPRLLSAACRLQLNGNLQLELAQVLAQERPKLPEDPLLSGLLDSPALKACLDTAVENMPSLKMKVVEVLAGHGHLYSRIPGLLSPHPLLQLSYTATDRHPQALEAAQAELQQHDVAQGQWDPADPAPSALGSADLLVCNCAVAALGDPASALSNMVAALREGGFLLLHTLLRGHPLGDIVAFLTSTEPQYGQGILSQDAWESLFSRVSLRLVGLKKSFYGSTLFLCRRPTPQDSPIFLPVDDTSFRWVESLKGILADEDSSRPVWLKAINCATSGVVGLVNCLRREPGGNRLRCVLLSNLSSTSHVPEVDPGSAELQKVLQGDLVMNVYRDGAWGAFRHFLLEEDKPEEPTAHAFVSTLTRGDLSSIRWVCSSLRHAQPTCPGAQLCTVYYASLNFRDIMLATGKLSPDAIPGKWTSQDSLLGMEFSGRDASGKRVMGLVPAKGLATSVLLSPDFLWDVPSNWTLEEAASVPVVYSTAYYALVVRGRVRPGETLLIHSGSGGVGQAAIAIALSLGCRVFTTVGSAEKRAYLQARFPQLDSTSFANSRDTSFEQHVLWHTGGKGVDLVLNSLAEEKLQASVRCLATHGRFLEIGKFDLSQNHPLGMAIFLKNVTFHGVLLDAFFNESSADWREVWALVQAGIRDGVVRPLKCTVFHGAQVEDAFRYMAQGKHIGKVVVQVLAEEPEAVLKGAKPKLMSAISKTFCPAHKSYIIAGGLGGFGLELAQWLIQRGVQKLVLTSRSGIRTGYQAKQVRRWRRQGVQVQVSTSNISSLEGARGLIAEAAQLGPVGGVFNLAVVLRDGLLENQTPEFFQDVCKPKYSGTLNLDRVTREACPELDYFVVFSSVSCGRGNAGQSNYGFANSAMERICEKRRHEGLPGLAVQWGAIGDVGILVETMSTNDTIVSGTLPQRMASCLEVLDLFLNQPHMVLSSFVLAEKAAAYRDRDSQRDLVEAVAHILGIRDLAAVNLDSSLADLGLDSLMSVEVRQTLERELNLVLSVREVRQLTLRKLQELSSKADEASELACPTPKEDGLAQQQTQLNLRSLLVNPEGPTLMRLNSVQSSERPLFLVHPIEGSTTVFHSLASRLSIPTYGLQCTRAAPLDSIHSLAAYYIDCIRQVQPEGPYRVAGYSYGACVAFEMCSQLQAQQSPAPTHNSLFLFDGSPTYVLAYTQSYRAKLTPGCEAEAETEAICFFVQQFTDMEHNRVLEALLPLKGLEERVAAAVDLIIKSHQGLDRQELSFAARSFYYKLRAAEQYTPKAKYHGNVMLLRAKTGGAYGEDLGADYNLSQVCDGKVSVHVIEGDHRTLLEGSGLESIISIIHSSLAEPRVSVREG
Rin1 Abl inh – inhibitors of Rin1-Abl protein binding, primary screen, biochemical, TR-FRET. inhibition, % at 7.35 µM. 360,000 compounds, 0.4% hits. Tyrosine-protein kinase ABL1 (Homo sapiens) + Ras and Rab interactor 1 (Homo sapiens), …; in the data active means inhibition above about 5%, passing the limit was not always enough
CendR NRP1 mod – modulators of CendR peptide binding to NRP-1, primary screen, biochemical, fluorescence polarization, uHTS. Neuropilin-1 (Homo sapiens), O14786. FAM-RPARPAR peptide binding to NRP-1. inhibition, % at 25 µM. 360,000 compounds, 0.85% hits. AID 602438, 2012;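 active means inhibition or corrected inhibition above about 18%, plus a signal ratio from 0.5 to 1.5, limit read from the data, passing the limit was not always enough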; further: strong numbers were not always called active
E coli Lon inh – inhibitors of E. coli Lon protease, primary screen, biochemical, fluorescence polarization. 360,000 compounds, 0.42% hits. P0A9M0. inhibition, % at 7.94 µM. purified E. coli Lon protease; in the data active means inhibition above about 13%, passing the limit was not always enough;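 further: 0% = enzyme with probe and DMSO and 100% = no enzyme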
SKN-1 block – suppressors of acrylamide-induced Pgst-4::GFP reporter in worms, primary screen, SKN-1 inhibitor project, whole organism, uHTS, GFP/RFP fluorescence ratio, strain VP596; inhibition, % at 21.8 µM; C. elegans VP596 Pgst-4::GFP/RFP ratio, 24 h; AID 624304, 2012; 360,000 compounds, 0.49% hits;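 active means interference check ratio from 0.5 to 1.5 plus GFP to RFP signal ratio inhibition reaching or exceeding a fixed threshold, cut at about 30% in these data, passing the limit was not always enough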; further: some compounds called inactive have numbers as strong as hits
MsrA act – bovine MsrA enzyme activators, primary screen, biochemical, absorbance, HTS | purified bovine MsrA, absorbance read-out | AID 602163, 2012 | 360,000 compounds, 0.3% hits | activation, % at 10.6 µM | Methionine sulfoxide reductase A (Bos taurus); in the data active means activation above about 7.5%;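 further: 0% = vehicle and 100% = reference activator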
Starred values were filed as active, the others as inactive; & = joins results of further samples. This is a random part of the collection. Share with any hit: about 4%.

For C=CCOc1c(CNc2cccc(C(=O)O)c2)cccc1OCC the results were Neddyl block active, PABP1 MLLE inh 8, MT1-MMP act inh -3, FAS-TE inh -4, Rin1 Abl inh -1, CendR NRP1 mod -4, E coli Lon inh 1, SKN-1 block -5 and MsrA act -1.
`N#Cc1nc(-c2ccco2)oc1N1CCOCC1` gave PABP1 MLLE inh -4, MT1-MMP act inh 2, FAS-TE inh -9, Rin1 Abl inh -2, CendR NRP1 mod 14, E coli Lon inh 2, SKN-1 block -2 and MsrA act -3.
For Cc1ccc(C(=O)Oc2ccc(C(=O)COC(=O)c3cnccn3)cc2)cc1 the results were Neddyl block inactive, PABP1 MLLE inh -9, MT1-MMP act inh -6, FAS-TE inh -7, Rin1 Abl inh -3, CendR NRP1 mod -2, E coli Lon inh -4, SKN-1 block 12 and MsrA act -7.
Cc1sc2ncnc(N3CCC(C(=O)Nc4nc5ccc(Cl)cc5s4)CC3)c2c1C was read as Neddyl block inactive, PABP1 MLLE inh -33, MT1-MMP act inh 1, FAS-TE inh 10, Rin1 Abl inh 0, CendR NRP1 mod -6, E coli Lon inh -5, SKN-1 block 8 and MsrA act -7.
For O=C(COC(=O)/C=C/c1ccc(Br)o1)NCCCN1CCCC1=O the results were Neddyl block inactive, PABP1 MLLE inh 6, MT1-MMP act inh -1, FAS-TE inh -5, Rin1 Abl inh 0, CendR NRP1 mod 11, E coli Lon inh -10, SKN-1 block 0 and MsrA act -6.
`Cc1c(C(=O)N2CCCCC2)c(S(=O)(=O)NCc2ccc(Cl)cc2)c(C)n1C` gave Neddyl block inactive, PABP1 MLLE inh -16, MT1-MMP act inh 7, FAS-TE inh -5, Rin1 Abl inh 2, CendR NRP1 mod 7, E coli Lon inh -2, SKN-1 block 12 and MsrA act -3.
`CCOC(=O)c1csc(NC(=O)c2cccs2)n1` gave Neddyl block inactive, PABP1 MLLE inh 7, MT1-MMP act inh -24, FAS-TE inh -4, Rin1 Abl inh -1, CendR NRP1 mod -6, E coli Lon inh -2, SKN-1 block 25 and MsrA act -2.
`NC(=O)C1CCN(C2CC(=O)NC2=O)CC1` (centres undefined) gave Neddyl block inactive, PABP1 MLLE inh -7, MT1-MMP act inh -3, FAS-TE inh -4, Rin1 Abl inh 2, CendR NRP1 mod -1, E coli Lon inh 4, SKN-1 block 0 and MsrA act -2.
`CNS(=O)(=O)c1cccc(C(=O)OCC(=O)NC2CCCC2)c1` gave Neddyl block inactive, PABP1 MLLE inh 7, MT1-MMP act inh 1, FAS-TE inh -6, Rin1 Abl inh 2, CendR NRP1 mod 6, E coli Lon inh -1, SKN-1 block 25 and MsrA act -2.
O=C(/C=C/c1ccco1)OCc1nnc(-c2ccccc2)o1 was read as Neddyl block inactive, PABP1 MLLE inh -7, MT1-MMP act inh -2, FAS-TE inh 6, Rin1 Abl inh 0, CendR NRP1 mod -9, E coli Lon inh -9, SKN-1 block -9 and MsrA act 0.
`OC(CN=c1sc2ccccc2n1CC(O)COc1ccccc1)COc1ccccc1` (centres undefined) gave Neddyl block inactive, PABP1 MLLE inh 10, MT1-MMP act inh 0, FAS-TE inh 27, Rin1 Abl inh 2, CendR NRP1 mod -3, E coli Lon inh -2, SKN-1 block 29 and MsrA act -3.
CN(C)c1nc(-c2ccccc2)nnc1C(F)(F)F was read as Neddyl block inactive, PABP1 MLLE inh 1, MT1-MMP act inh -3, FAS-TE inh -4, Rin1 Abl inh 2, CendR NRP1 mod 6, E coli Lon inh -6, SKN-1 block 4 and MsrA act -8.
For Cc1noc(/C=C/N(C)C)c1S(=O)(=O)NC1CCCCC1 the results were Neddyl block inactive, PABP1 MLLE inh -6, MT1-MMP act inh -29, FAS-TE inh -7, Rin1 Abl inh 0, CendR NRP1 mod -2, E coli Lon inh -38, SKN-1 block -45 and MsrA act -5.
Screening COc1ccc2nc(SCC(=O)Nc3cc(C)on3)[nH]c2c1 returned Neddyl block inactive, PABP1 MLLE inh 6, MT1-MMP act inh 4, FAS-TE inh -6, Rin1 Abl inh 1, CendR NRP1 mod -4, E coli Lon inh 3, SKN-1 block 13 and MsrA act -3.
Screening O=C(Cc1ccc([N+](=O)[O-])cc1)Nc1ccc(Br)cn1 returned Neddyl block inactive, PABP1 MLLE inh -1, MT1-MMP act inh 0, FAS-TE inh 24, Rin1 Abl inh 2, CendR NRP1 mod -6, E coli Lon inh 5, SKN-1 block 6 and MsrA act -2.
For O=C(CNS(=O)(=O)c1ccccc1)NCC(=O)OCc1ccc(Br)cc1 the results were Neddyl block inactive, PABP1 MLLE inh 4, MT1-MMP act inh -1, FAS-TE inh 0, Rin1 Abl inh 2, CendR NRP1 mod 10, E coli Lon inh -3, SKN-1 block 3 and MsrA act -3.
`O=C(Oc1ccc(Br)cc1C(=S)N1CCOCC1)c1cccc([N+](=O)[O-])c1` gave Neddyl block inactive, PABP1 MLLE inh 15, MT1-MMP act inh 1, FAS-TE inh 23, Rin1 Abl inh 3, CendR NRP1 mod 18, E coli Lon inh 1, SKN-1 block -3 and MsrA act -14.
CCCCNC(=O)CCSc1ccc(C)cc1 was read as Neddyl block inactive, PABP1 MLLE inh -1, MT1-MMP act inh 2, FAS-TE inh -12, Rin1 Abl inh -2, CendR NRP1 mod 13, E coli Lon inh 2, SKN-1 block 14 and MsrA act 0.
For CCOc1ccc(CN2CCN(CCCc3ccccc3)C(CCO)C2)cc1 (centres undefined) the results were Neddyl block inactive, PABP1 MLLE inh -8, MT1-MMP act inh 2, FAS-TE inh -5, Rin1 Abl inh 0, CendR NRP1 mod -13, E coli Lon inh 6, SKN-1 block 1 and MsrA act -3.
`C[C@H](CCC(=O)O)[C@H]1CC[C@H]2[C@@H]3CC[C@@H]4C[C@H](O)CC[C@]4(C)[C@H]3C[C@H](O)[C@]12C` gave Neddyl block inactive, PABP1 MLLE inh -5&5&-5, MT1-MMP act inh -1&4&2, FAS-TE inh -2&-1&3, Rin1 Abl inh 1&0&1, CendR NRP1 mod -13&-2&-6, E coli Lon inh -6&-3&-7, SKN-1 block -2&1&13 and MsrA act 1&5&0.
`Cc1cccc(C)c1NC(=O)C(Cl)=C(Cl)Cl` gave Neddyl block inactive, PABP1 MLLE inh -4, MT1-MMP act inh 1, FAS-TE inh 7, Rin1 Abl inh 1, CendR NRP1 mod -1, E coli Lon inh 1, SKN-1 block -5 and MsrA act -2.
Screening COc1ccc2[nH]c3nc(SCC(=O)NC4CC4)nnc3c2c1 returned Neddyl block inactive, PABP1 MLLE inh -28, MT1-MMP act inh 5, FAS-TE inh -4, Rin1 Abl inh -3, CendR NRP1 mod 2, E coli Lon inh -9, SKN-1 block 1 and MsrA act -3.
`O=C(NCc1ccccc1)c1ccc(Br)cc1Br` gave Neddyl block inactive, PABP1 MLLE inh 3, MT1-MMP act inh 1, FAS-TE inh 11, Rin1 Abl inh -4, CendR NRP1 mod 8, E coli Lon inh 0, SKN-1 block 8 and MsrA act -4.
For Cc1c(C(=O)OC(C)C)nnn1-c1nonc1N the results were Neddyl block inactive, PABP1 MLLE inh 12, MT1-MMP act inh 12, FAS-TE inh -10, Rin1 Abl inh -2, CendR NRP1 mod -6, E coli Lon inh 4, SKN-1 block 4 and MsrA act 1.
Screening COc1ccc(C(=O)OCc2cc(=O)n3ccsc3n2)cc1F returned Neddyl block inactive, PABP1 MLLE inh 8, MT1-MMP act inh -6, FAS-TE inh -3, Rin1 Abl inh 1, CendR NRP1 mod 6, E coli Lon inh -12, SKN-1 block 11 and MsrA act -3.
`CCOC(CNC(=O)c1ccc2c(c1)ncn2-c1ccccc1OC)OCC` gave Neddyl block inactive, PABP1 MLLE inh 4, MT1-MMP act inh 5, FAS-TE inh -6, Rin1 Abl inh -1, CendR NRP1 mod 17, E coli Lon inh 0, SKN-1 block 20 and MsrA act 1.
CCO[C@@H]1OC(C(=O)O)=C[C@H](c2coc3ccccc3c2=O)[C@H]1CCCO was read as Neddyl block inactive, PABP1 MLLE inh 9, MT1-MMP act inh 6, FAS-TE inh -12, Rin1 Abl inh 3, CendR NRP1 mod 7, E coli Lon inh 0, SKN-1 block 2 and MsrA act 0.
CN(C)c1cc(-c2ccc([N+](=O)[O-])cc2)oc(=O)c1Cl was read as Neddyl block inactive, PABP1 MLLE inh 13, MT1-MMP act inh -14, FAS-TE inh 13, Rin1 Abl inh -5, CendR NRP1 mod -6, E coli Lon inh -12, SKN-1 block -14 and MsrA act -5.
O=C(c1cccc(N2CCCC2=O)c1)N1CCOCC1 was read as Neddyl block inactive, PABP1 MLLE inh 2, MT1-MMP act inh -8, FAS-TE inh -10, Rin1 Abl inh 0, CendR NRP1 mod 11, E coli Lon inh -3, SKN-1 block 0 and MsrA act -3.
For O=C(c1ccc(N2CCCC2=O)cc1)N1CCN(c2ccccc2Cl)CC1 the results were Neddyl block inactive, PABP1 MLLE inh 15, MT1-MMP act inh 1, FAS-TE inh -3, Rin1 Abl inh 1, CendR NRP1 mod -4, E coli Lon inh 5, SKN-1 block -3 and MsrA act 4.
Screening CN(CC(=O)Nc1ccccc1C(F)(F)F)C(=O)c1cc(Cl)nc2ccccc12 returned Neddyl block inactive, PABP1 MLLE inh 7, MT1-MMP act inh -2, FAS-TE inh -8, Rin1 Abl inh 3, CendR NRP1 mod 0, E coli Lon inh -1, SKN-1 block 4 and MsrA act -2.
For COC(=O)CNC(=O)c1ccc(C)s1 the results were Neddyl block inactive, PABP1 MLLE inh 17, MT1-MMP act inh -2, FAS-TE inh -8, Rin1 Abl inh 0, CendR NRP1 mod 8, E coli Lon inh -4, SKN-1 block 8 and MsrA act -2.
Screening CC(=O)c1c(C)[nH]c(C(=O)OCC(=O)N2CC(C)OC(C)C2)c1C (centres undefined) returned Neddyl block inactive, PABP1 MLLE inh -1, MT1-MMP act inh 5, FAS-TE inh -8, Rin1 Abl inh 2, CendR NRP1 mod 1, E coli Lon inh -2, SKN-1 block -1 and MsrA act 3.
CC(=O)Nc1sc2c(c1C(c1ccccc1)N1CCOCC1)CCCC2 (centres undefined) was read as Neddyl block inactive, PABP1 MLLE inh 26, MT1-MMP act inh 5, FAS-TE inh 8, Rin1 Abl inh 0, CendR NRP1 mod 2, E coli Lon inh -2, SKN-1 block 19 and MsrA act 0.
O=C(c1ccc(N2CCOCC2)c([N+](=O)[O-])c1)N1CCCC(C(F)(F)F)C1 (centres undefined) was read as Neddyl block inactive, PABP1 MLLE inh 7, MT1-MMP act inh 1, FAS-TE inh -5, Rin1 Abl inh -1, CendR NRP1 mod 2, E coli Lon inh -2, SKN-1 block 26 and MsrA act -2.
Screening Cc1cc(NC(=O)CN2CCN(c3cccc(Cl)c3)CC2)no1 returned Neddyl block inactive, PABP1 MLLE inh 4, MT1-MMP act inh -2, FAS-TE inh -3, Rin1 Abl inh 2, CendR NRP1 mod -3, E coli Lon inh -1, SKN-1 block -4 and MsrA act -2.
